TLR9-MyD88 block: TLR9-MyD88 interaction inhibition; Q9NR96+Q99836; CHO BLA complementation TLR9-MyD88, CCF4 FRET ratio; inhibition, % at 4.98 µM; actives 0.21% (n = 340,000);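 active = inhibition above the mean over all tested compounds plus 3 SD, cut at about 21% in these data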;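 note: 0% = DMSO only wells and 100% = clavulanate BLA inhibitor control wells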
NR2F2 inh: NR2F2 (human) inhibition, primary screen; HEK293T NGFI-A luciferase reporter, luminescence; inhibition, % at 8.6 µM; actives 0.7% (n = 370,000); AID 686940;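 active = inhibition above a per-plate cutoff, mean inhibition of test wells between control levels plus 3 SD, cut at about 38% in these data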;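 note: cells cotransfected with COUP-TFII expression vector driving the NGFI-A reporter; 0% = median of COUP-TF2 test wells and 100% = reporter-only cells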
Target sequence (P24468 whole entry, looked up): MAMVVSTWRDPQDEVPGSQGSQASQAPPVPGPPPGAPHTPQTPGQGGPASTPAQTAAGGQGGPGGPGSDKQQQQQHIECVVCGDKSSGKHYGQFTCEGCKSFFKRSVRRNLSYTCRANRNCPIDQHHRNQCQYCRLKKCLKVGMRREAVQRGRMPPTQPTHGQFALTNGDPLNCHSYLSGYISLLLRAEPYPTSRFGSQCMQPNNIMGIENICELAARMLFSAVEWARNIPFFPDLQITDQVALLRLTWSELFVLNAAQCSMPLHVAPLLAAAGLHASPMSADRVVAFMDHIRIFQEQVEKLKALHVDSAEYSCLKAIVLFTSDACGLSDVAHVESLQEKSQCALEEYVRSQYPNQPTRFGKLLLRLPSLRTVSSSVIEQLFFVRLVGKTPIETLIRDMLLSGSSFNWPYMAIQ
C8 TRAIL sens: sensitizes caspase-8 expressing cells to TRAIL; NB7+C8 cells + TRAIL, ATPlite viability luminescence; inhibition (viability loss, TRAIL sensitization), % at 10 µM; actives 1% (n = 360,000); AID 624354;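 active = compounds causing at least 50% loss of cell viability in the single-dose screen, relative to plate controls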
Vif imaging: inhibitors of HIV Vif. HEK293T cells, Vif self-association by quenched fluorescence, imaging, 24 h. inhibition, % at 7.49 µM. actives 0.35% (n = 340,000). AID 602346; in the data active = inhibition above about 50%, passing the limit was not always enough; note: some results filed as inactive read as strong as hits
SRC1 inh: human NCOA1 inhibition; inhibition, % at 3.6 µM; HEK293 GAL4-SRC1 luciferase reporter, luminescence; AID 588354; Q15788; actives 0.12% (n = 360,000);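 active = inhibition above the campaign mean plus 3 SD, with each screening campaign given its own cutoff, cut at about 60% in these data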;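 note: 0% = DMSO treated cells and 100% = gossypol at 36 µM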
TROY NFkB inh: inhibitors of TROY-dependent NF-kB signaling; Q293 LMP1-TROYcd NF-kB luciferase reporter, 4 h; inhibition, % at 10 µM; actives 0.98% (n = 360,000);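 active = compounds whose plate-normalised and pattern-corrected inhibition of the luciferase reporter signal at the single screening dose is 50% or more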
NCOA2 inhibitor: human SRC2 (NCOA2) inhibition. Q15596. HEK293 GAL4-SRC2 luciferase reporter, luminescence. inhibition, % at 9 µM. actives 0.17% (n = 370,000);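 active = inhibition above the mean inhibition of all tested compounds plus 3 SD, set per campaign, cut at about 52% in these data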;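 note: 0% = DMSO treated cells and 100% = cells given Gossypol at 36 µM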
NCOA3 inh: inhibits human SRC3 coactivator; actives 0.17% (n = 360,000); AID 588352; Q9Y6Q9; inhibition, % at 3.6 µM; HEK293 GAL4-SRC3 luciferase reporter, luminescence;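 active = inhibition above a per-campaign cutoff, the mean of all compounds plus 3 SD, cut at about 60% in these data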;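 note: 0% = DMSO-treated cells and 100% = gossypol-treated cells at 36 µM; higher means less SRC3-driven luciferase light from the GAL4 reporter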
NOD2-RIPK2 inh: NOD2-RIPK2 protein interaction inhibition | actives 0.38% (n = 360,000) | inhibition, % at 4.98 µM | CHO BLA complementation NOD2-RIPK2, CCF4 ratio | AID 624267; in the data active = inhibition above about 21%;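 note: 0% = vehicle only and 100% = reference blocker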
NR5A2 inv ag: NR5A2 inverse agonism in reporter assay; HEK293T StAR-luciferase reporter, LRH-1 transfected, 24 h; inhibition, % at 3.6 µM; actives 0.13% (n = 360,000); AID 602396;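 active = inhibition above the mean inhibition of all tested compounds plus 3 SD, cut at about 73% in these data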;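 note: 0% = DMSO wells and 100% = reporter-only cells lacking LRH-1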
Target sequence (O00482 whole entry, looked up): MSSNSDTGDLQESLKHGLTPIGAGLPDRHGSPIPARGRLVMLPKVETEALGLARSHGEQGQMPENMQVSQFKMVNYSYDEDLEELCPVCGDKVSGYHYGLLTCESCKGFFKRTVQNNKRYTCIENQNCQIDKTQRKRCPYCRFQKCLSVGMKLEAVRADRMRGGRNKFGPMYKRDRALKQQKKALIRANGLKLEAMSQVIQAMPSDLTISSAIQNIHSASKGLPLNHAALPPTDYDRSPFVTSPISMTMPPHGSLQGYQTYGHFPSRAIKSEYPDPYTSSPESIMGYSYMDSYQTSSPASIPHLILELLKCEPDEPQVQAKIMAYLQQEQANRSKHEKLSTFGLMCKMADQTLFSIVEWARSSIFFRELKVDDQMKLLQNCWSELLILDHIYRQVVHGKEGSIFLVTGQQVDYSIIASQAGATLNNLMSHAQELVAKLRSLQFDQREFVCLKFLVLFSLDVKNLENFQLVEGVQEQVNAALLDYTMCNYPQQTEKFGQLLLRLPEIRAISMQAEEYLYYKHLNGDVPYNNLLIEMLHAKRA
EBV LMP1 NFkB: inhibitors of Epstein-Barr LMP1-induced NF-kappaB reporter | LMP1-induced NF-kappaB luciferase reporter cells, luminescence | inhibition, % at 12.5 µM | actives 0.69% (n = 350,000) | AID 504558; in the data active = inhibition above about 41%;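 note: 0% = neutral control wells and 100% = reference inhibitor control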
* hit, by the source's call; . = no result given; & = joins results of further samples.

SMILES	TLR9-MyD88 block	NR2F2 inh	C8 TRAIL sens	Vif imaging	SRC1 inh	TROY NFkB inh	NCOA2 inhibitor	NCOA3 inh	NOD2-RIPK2 inh	NR5A2 inv ag	EBV LMP1 NFkB
FC(F)(F)c1cccc(-c2cc(C3CCNCC3)[nH]n2)c1	0	-10	12	-9	4	17	-5	2	-8	-8	6
NC(=O)CC(NC(=O)Cc1cccc2ccccc12)c1ccc(NCCN2CCCCC2)c([N+](=O)[O-])c1 (stereo not drawn)	-11	-5	11	9	7	0	-6	6	0	-9	4
CN(C)/C=C1\NC(=S)N(c2ccccc2)C1=O	-1	-30	-9	9	7	-2	-18	14	0	3	-7
C=CCn1c(CCC(=O)O)ccc1-c1ccccc1	-5	-2	4	-3	-25	6	7	-2	-11	12	-15
COc1ccc(-c2nc(-n3c(C)c(C(C)=O)c(C(C)=O)c3C)sc2C)cc1OC	0	3	-3	20	-6	-13	-10	-45	12	-5	2
Cc1cc(NC(=O)CCC(=O)N(C2CC2)C2(C(=O)NC3CCCC3)CCC(C)CC2)no1 (stereo not drawn)	-3	2	-6	-3	-10	11	1	-17	-1	9	-2
O=C1Nc2ccccc2-n2nnnc2C1N1CCN(C(=O)c2ccco2)CC1 (stereo not drawn)	.	-2	7	.	.	.	26	.	-8	3	.
O=C(O)/C=C\C(=O)Nc1ccccc1C(=O)N1CCC(O)(c2ccc(Cl)cc2)CC1	-5	18	-16	-2	8	5	7	5	-9	7	7
CC(NC(=O)Cn1cnnn1)C12CC3CC(CC(C3)C1)C2 (stereo not drawn)	-8	-16	8	-13	-4	16	5	-6	1	0	10
COc1ccc2c(COC(=O)CNS(=O)(=O)c3ccccc3)cc(=O)oc2c1	-1	-15	-21	-2	-4	-2	-6	4	0	12	0
Cc1cccc(C)c1-n1c(C)cc(/C=C2\NC(=O)NC2=O)c1C	-4	-8	11	11	-13	-5	-9	-2	1	-26	-2
CCN(C(=O)COC(=O)c1c(C)nn(-c2ccccc2)c1C)C1CCS(=O)(=O)C1 (stereo not drawn)	-3	-26	10	-2	-31	40	-17	-46	0	-24	-17
O=C(NC1CCC1)C1CCC(=O)N(Cc2ccc(Cl)cc2)C1 (stereo not drawn)	-15	12	-16	-1	-29	-16	-1	-12	8	2	-7
COc1ccc(C(=O)NNC(=O)CN(C)S(=O)(=O)c2ccc(Cl)cc2)c(OC)c1OC	-5	-12	5	.	-78	1	-16	-22	5	1	-6
CCCc1ccc2oc(C(=O)NCCc3cnn(C)c3)c(C)c2c1	-1	-21	4	-12	-64	-44	-93	-93	-10	-70	-34
O=C(c1cc([N+](=O)[O-])ccc1N1CCCCC1)N1CCc2ccccc21	3	18	-6	-26	-1	20	19	11	13	25	-3
Cn1c2ccccc2c2cc(/C=C(\NC(=O)c3ccccc3)C(=O)O)ccc21	8	-3	30	-1	-10	-3	2	5	-8	6	-1
CCCCCCNC(=O)Nc1ccccc1	6	-16	-10	.	-33	-77	-9	-8	-5	-38	-18
CCOC(=O)CNS(=O)(=O)c1ccc(S(=O)(=O)N2CCCC2)cc1	-9	8	14	0	13	12	3	13	7	-10	-2
CC(C)[C@H](NC(=O)c1ccccc1)C(=O)OCc1nnc(-c2ccccc2)o1	.	3	12	19	2	-12	23	-1	-8	14	1
O=S(=O)(c1ccc(Br)s1)N1CCC(Cc2ccccc2)CC1	5	-4	8	0	8	-8	0	16	-2	-7	-5
CC(C)OC(=O)CCC(=O)Nc1ccc(F)cc1	-1	14	-7	-7	-7	1	22	15	0	9	-3
Cc1cccc(C(=O)N2CCC(=O)N([C@H](COCc3cccc(C(F)(F)F)c3)Cc3ccccc3)CC2)c1	.	19	7	.	.	9	2	.	17	-11	.
CS(=O)(=O)N1CCN(C(=O)c2cc(-c3cccnc3)nc3ccc(Cl)cc23)CC1	-10	24	-1	1	-11	5	14	12	-6	-7	-1
CCOC(=O)c1ccccc1NC(=O)C1=COCCO1	-1	8	-4	-3	-24	2	-19	11	-11	0	-4
CC1(C)CC(=O)c2c(nn(-c3ccccc3)c2N)C1	-14	2	-3	3	6	-3	10	23	-7	5	-7
Cc1cccc(NC(=O)Nc2ccc3c(c2)N(C)C(=O)CS3)n1	9	-19	24	-1	-24	-24	-51	-47	-1	-32	-35
O=c1ccccn1Cc1c(Cl)cccc1Cl	3	.	-2	-4	-8	0	.	10	3	10	8
CCCC1=NN2C(=N)/C(=C\c3cc(C)n(Cc4ccccc4)c3C)C(=O)N=C2S1	0	3	-6	-17	-17	29	-26	-1	0	-9	-1
COc1cc2ccc(=O)oc2c(O[C@@H]2O[C@H](CO)[C@@H](O)[C@H](O)[C@H]2O)c1O	40*	-2&-1	4&0	-4&7	-19&0	8&3	-25&2	8&1	45*	6&-10	14&-5
Cc1nnc(Nc2ccc(Cl)c(C(F)(F)F)c2)[nH]c1=O	-4	-15	5	1	-4	10	9	9	-11	4	-15
N#Cc1cnc(Sc2ccccc2)nc1	-3	7	1	5	-8	25	2	-7	5	-3	-3
COCCN(C(=O)Cc1ccc(OC)c(OC)c1)c1nc(-c2cc(OC)ccc2OC)cs1	-12	8	-8	-3	-5	-2	29	1	0	-1	10
CC1COc2ccccc2N1C(=O)c1ccccc1Cl (stereo not drawn)	4	-27	-18	0	2	11	0	-3	-14	18	4
CC(=O)c1cccc(NC(=O)C2Cc3c(-c4ccc(Cl)cc4)ccnc3O2)c1 (stereo not drawn)	.	.	16	.	5	33	.	-2	2	7	.
CCNc1nc(Oc2ccc(F)cc2)cc(C(F)(F)F)n1	6	4	-2	2	13	30	15	0	-2	10	-4
COc1cc(Br)c(CN2C(=O)NC3(CCCCCC3)C2=O)cc1OC	6	8	3	11	-4	17	-9	5	2	6	1
COc1ccc(NC(=S)NNC(=O)Cn2nc([N+](=O)[O-])cc2C)cc1	-1	16	-14	3	8	-13	-2	4	-12	-4	-2
O=C(CSc1nnnn1-c1cccnc1)Nc1ccc(OCc2ccccc2)cc1	7	-13	0	6	-7	14	2	19	-8	5	-6
C=CCN1C(=O)/C(=C/c2ccc(-c3ccc(F)cc3)o2)SC1=S	1	-8	39	82*	-8	-11	-16	-6	-5	-4	-7
CC(=O)N1CCN(C2c3cccc4cccc(c34)C2NS(=O)(=O)c2ccccc2)CC1 (stereo not drawn)	0	-5	3	.	10	7	8	11	-8	3	-3
COc1ccc(N2CCN(C(=O)c3ccc(C(C)(C)C)cc3)CC2)cc1	3	-4	-9	11	19	-8	-3	20	0	-17	9
N#Cc1ccccc1CSc1ncccc1C(=O)O	-8	15	6	0	12	-5	-20	-13	-13	-8	0
Cc1nc2ccc(NC(=O)CS(=O)(=O)c3ccccc3)cc2s1	2	-30	13	15	-63	-21	-42	-35	-6	-26	-10
O=[N+]([O-])c1c(Nc2ccccc2)ccc2nonc12	2	-25	-10	10	-19	-1	-26	3	-9	5	2
Cc1c(NC(=O)CSCc2ccc(Br)cc2)c(=O)n(-c2ccccc2)n1C	1	8	-1	-4	-59	-6	3	21	-2	-7	14
O=C(/C=C/c1cccc([N+](=O)[O-])c1)NC(=S)Nc1cccc(NC(=O)c2ccccc2Cl)c1	3	-7	-7	1	3	16	13	-7	-9	23	0
Cc1cc(C)c(S(N)(=O)=O)c(C)c1N(C)S(=O)(=O)c1ccccc1	1	13	-3	-10	-2	11	-22	16	-3	-5	0
Cc1cc(OC(C)C(=O)N(Cc2ccco2)C2CCS(=O)(=O)C2)ccc1Cl (stereo not drawn)	-2	.	-7	.	14	5	.	11	2	-2	-8
COc1cc(CN(C)CCc2ccccn2)cc(OC)c1OC	10	1	-4	14	-6	10	-4	-3	-6	5	5
O=C(CCN1C(=O)c2ccc([N+](=O)[O-])cc2C1=O)Nc1ccccc1C(=O)O	-5	2	21	15	2	-4	-14	0	-7	-3	-1
O=C(CNC(=O)c1ccc(S(=O)(=O)N2CCCC2)cc1)N/N=C/c1ccc(F)cc1	-3	-13	-11	-1	-50	15	12	7	-1	3	-1
COc1ccc(C(=O)Nc2ccc(N3CCN(C(=O)c4cccs4)CC3)cc2)cc1Br	3	9	22	-19	9	20	18	-4	-3	0	10
CCOC(=O)/C=C1\SCC(=O)N1CC(=O)NC12CC3CC(CC(C3)C1)C2	-3	4	-13	12	-6	7	-1	9	-2	3	-3
O=C(Nc1ccc(Cl)c(Cl)c1)OCc1cncs1	-7	-11	-1	2	-60	-62	-35	-34	-9	-51	-7
COC(=O)CC1(c2ccccc2)C(=O)c2ccccc2C1=O	-1	7	3	8	5	-6	-8	-1	1	18	3
Cc1cc([N+](=O)[O-])ccc1-c1ccc(/C=N/NC(=O)Cc2ccccc2)o1	0	-18	20	2	-69	25	-10	1	-7	-6	10
COc1ccc(OC)c(C2N(c3cc(C)on3)C(=O)C3CCCN32)c1 (stereo not drawn)	3	5	-18	1	7	12	-5	7	-7	10	1
COc1cc(CNC(C)(C)CO)cc(Br)c1OCc1ccccc1	-5	-12	4	56*	-6	-13	-6	-4	-6	3	3
COc1ccccc1NC(=O)C(CC=C(Cl)Cl)C(C)=O (stereo not drawn)	-3	11	2	-4	-5	-15	5	15	-10	-1	-8
Next structures follow.
SMILES	TLR9-MyD88 block	NR2F2 inh	C8 TRAIL sens	Vif imaging	SRC1 inh	TROY NFkB inh	NCOA2 inhibitor	NCOA3 inh	NOD2-RIPK2 inh	NR5A2 inv ag	EBV LMP1 NFkB
CCOc1ccc(S(=O)(=O)NCCC(=O)N(C)Cc2ccc(C)o2)cc1	-9	-6	8	4	-22	-19	-5	-5	-4	2	-9
COc1ccc(OC)c(C(c2nnnn2CCC(C)C)N2CCN(C(=O)c3ccco3)CC2)c1 (stereo not drawn)	3	1	6	-5	0	-5	-15	8	8	-1	5
COc1ccc(CNC(=O)Cn2nc([N+](=O)[O-])c(Br)c2C)cc1OC	-3	-3	25	-33	-35	-12	-61	-13	-2	-11	2
O=C(C1CCN(Cc2ccc(Cl)cc2)CC1)N1CCN(Cc2ccc3c(c2)OCO3)CC1	-8	34	19	1	-19	31	15	19	-8	19	17
CC(C)COC(=O)CCn1[nH]c(=O)c2ccccc2c1=O	0	2	11	0	-17	-6	-7	9	4	-3	-4
O=C(CSc1ccccn1)Nc1nncs1	-13	-5	-10	-1	-1	11	-10	-1	4	5	-8
O=C(NCC1CCCO1)c1cccc(NS(=O)(=O)c2ccccc2)c1 (stereo not drawn)	6	4	-2	-11	-16	10	1	3	1	-8	0
CC1CCCCN1CCCNC(=O)C1CCCN(c2ncnc3c2nc2n3CCCCC2)C1 (stereo not drawn)	-5	-12	-6	-1	14	-12	-20	3	-3	-14	-6
CCCCN=C1NN=C(c2ccc3c(c2)OCCO3)CS1	.	-20	63*	6	-63	62*	-76	-48	-14	-88	20
CCN(C(=O)COC(=O)c1ccc2c(c1)OCO2)c1ccc(F)cc1	-5	-9	-16	9	-1	-3	-18	10	0	-15	-3
CCOC(=O)c1sc(NC(=O)c2cccnc2)c(C#N)c1C	-8	2	-2	14	-12	-20	-4	9	19	-3	-6

Bioassay records: PubChem BioAssay, several laboratories

Some of the compounds tested; the hit share may differ from the screen's.
